# M5 antag: antagonists of human muscarinic M5 receptor (CHRM5); actives 0.59% (n = 360,000); CHO-hM5 cells, Fluo-8 calcium fluorescence, ACh EC80; AID 624040; inhibition, % at 3 µM; P08912;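 active = inhibition above a per-plate cutoff, the mean of that plate's test compounds plus 3 SD, cut at about 27% in these data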;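 also: 0% = acetylcholine EC80 with DMSO and 100% = DMSO without agonist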
# CHRM5 agonist: agonists of human muscarinic M5 receptor (CHRM5); P08912; CHO-K1 hM5 cells, Fluo-8 calcium fluorescence; 0% DMSO wells, 100% maximal acetylcholine response; activation, % at 3 µM; actives 0.19% (n = 360,000);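 active = activation above the run's mean over test compounds plus 3 SD, cut at about 23% in these data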;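 also: signal is peak over basal fluorescence ratio across the kinetic read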
# CHRM5 PAM: positive allosteric modulators of human muscarinic M5 receptor; P08912; CHO-K1 hM5, Fluo-8 calcium, ACh EC20 PAM; 0% = ACh EC20, 100% = ACh EC100; activation, % at 3 µM; actives 0.3% (n = 360,000); AID 624038;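 active = activation above the run cutoff, the mean activation of all test compounds plus 3 SD, cut at about 18% in these data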
#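 Assay system: CHO-K1 hM5 cells / Incubation: Fluo-8 loading 80 min at 37 °C plus 30 min room temperature / Technique: Fluo-8 calcium dye fluorescence, kinetic read / Repeats: single replicate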
# M1 ag: agonists of human M1 muscarinic receptor; activation, % at 3 µM; actives 0.33% (n = 360,000); CHO-K1 hM1, Fluo-8 calcium fluorescence, agonist mode; 0% DMSO, 100% acetylcholine EC100; P11229;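 active = activation above the run's mean compound activation plus 3 SD, cut at about 16% in these data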;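 also: peak over basal fluorescence ratio within a 140 s kinetic read after compound addition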
# Target sequence (P11229 whole entry, looked up): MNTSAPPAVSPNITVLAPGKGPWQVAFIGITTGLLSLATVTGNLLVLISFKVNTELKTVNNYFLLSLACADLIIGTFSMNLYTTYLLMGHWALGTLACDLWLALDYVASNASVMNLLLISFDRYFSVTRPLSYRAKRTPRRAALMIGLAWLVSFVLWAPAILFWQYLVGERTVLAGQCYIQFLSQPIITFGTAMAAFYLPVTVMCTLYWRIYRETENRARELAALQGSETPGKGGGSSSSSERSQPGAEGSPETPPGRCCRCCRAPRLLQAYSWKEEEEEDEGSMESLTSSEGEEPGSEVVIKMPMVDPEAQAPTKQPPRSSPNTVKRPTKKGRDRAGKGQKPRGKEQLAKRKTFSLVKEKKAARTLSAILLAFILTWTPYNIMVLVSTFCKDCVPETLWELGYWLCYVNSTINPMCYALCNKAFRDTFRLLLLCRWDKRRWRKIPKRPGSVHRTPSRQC
# TAAR1 ag: agonists of human TAAR1; Q96RJ0; activation, % at 3 µM; actives 0.99% (n = 360,000); CHO RD-HGA16 TAAR1, Fluo-8 calcium fluorescence; vehicle wells 0%, saturating PEA agonist 100%;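 active = activation above the mean activation of all test compounds in the run plus 3 SD, cut at about 38% in these data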
#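 Assay system: CHO-derived RD-HGA16 cells with stable Gα16 and human TAAR1; timing: 17-24 h seeding, 75 min 37 °C dye, 30 min RT; read-out: % activation from peak over basal fluorescence ratio, DMSO-to-PEA scaled; measured by: kinetic Fluo-8 calcium fluorescence; benchmarks: low control DMSO, high control PEA (EC100); doses: 3 µM single concentration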
# CHRM1 antagonist: blocks human M1 muscarinic receptor. P11229. CHO-K1 hM1, Fluo-8 calcium fluorescence, ACh EC80 antagonist. inhibition, % at 3 µM. actives 1.3% (n = 360,000);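 active = percent inhibition above its own plate's cutoff, namely the mean of that plate's compound wells plus 3 SD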;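 also: peak over basal fluorescence ratio during 140 s after agonist addition; 0% = ACh EC80 plus DMSO and 100% = DMSO alone without agonist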
# CHRM4 agonist: agonists of human muscarinic M4 receptor (CHRM4) | AID 624127 | CHO-K1 hM4/Gqi5, Fluo-8 calcium fluorescence; vehicle 0%, full acetylcholine response 100% | activation, % at 3 µM | P08173 | actives 0.14% (n = 360,000);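 active = activation above the run mean over all test wells plus 3 SD, cut at about 32% in these data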;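 also: peak over basal fluorescence ratio per well then scaled between controls; 0% = DMSO wells and 100% = acetylcholine at EC100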
# Target sequence (P08173 whole entry, looked up): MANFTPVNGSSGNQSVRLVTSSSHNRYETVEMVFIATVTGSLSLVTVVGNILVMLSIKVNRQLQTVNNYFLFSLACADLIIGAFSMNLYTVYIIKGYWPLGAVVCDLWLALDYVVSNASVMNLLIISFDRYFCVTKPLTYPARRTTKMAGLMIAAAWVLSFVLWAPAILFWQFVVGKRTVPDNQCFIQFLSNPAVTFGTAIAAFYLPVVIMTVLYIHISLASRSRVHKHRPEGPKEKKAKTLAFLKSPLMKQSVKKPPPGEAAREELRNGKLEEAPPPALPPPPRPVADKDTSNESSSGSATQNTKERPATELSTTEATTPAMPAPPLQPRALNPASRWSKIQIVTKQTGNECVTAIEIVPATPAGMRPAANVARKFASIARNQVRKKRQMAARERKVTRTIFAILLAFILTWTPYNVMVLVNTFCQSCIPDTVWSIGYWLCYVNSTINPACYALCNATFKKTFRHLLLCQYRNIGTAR
# M4 antag: antagonists of human muscarinic M4 receptor (CHRM4); P08173; CHO-hM4 cells, ACh EC80, Fluo-8 calcium fluorescence; inhibition, % at 3 µM; actives 0.73% (n = 360,000); AID 624125;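 active = inhibition above its plate's cutoff, the mean inhibition of sample wells plus 3 SD, cut at about 27% in these data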;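 also: 0% = acetylcholine EC80 with DMSO and 100% = DMSO without agonist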
# CHRM1 PAM: human CHRM1 positive allosteric modulation; P11229; CHO-K1 hM1, Fluo-8 calcium fluorescence, ACh EC20; 0% = ACh EC20, 100% = maximal ACh; activation, % at 3 µM; actives 0.088% (n = 360,000); in the data active = activation above about 19%, passing the limit was not always enough
# * marks the source's active call; other numbers are inactive results; / = no result given. The list is partial (hit frequency here may not be typical).
SMILES,M5 antag,CHRM5 agonist,CHRM5 PAM,M1 ag,TAAR1 ag,CHRM1 antagonist,CHRM4 agonist,M4 antag,CHRM1 PAM
C/C(CCc1ccccc1)=N/NC(=O)C(=O)NC(C)c1ccccc1 (stereo unspecified),-3.0,1.4,2.7,-4.5,-1.3,-12.0,1.7,1.6,5.5
COc1ccc(N2C(=S)N=C(Nc3ccccc3)C23CCCCC3)cc1,3.4,-3.0,6.4,-9.1,1.5,-2.1,0.6,-9.5,-3.1
O=C(NCCc1cn2ccccc2n1)c1cc(COc2c(F)cccc2F)on1,-0.2,1.2,-2.6,-10.4,6.7,-2.2,10.8,-6.6,0.5
Cc1cc(OCCCCOc2ccc(C#N)cc2)ccc1[N+](=O)[O-],4.5,2.2,-10.3,-2.3,-1.2,5.8,4.8,-4.4,-6.2
CCCC[C@@H]1CN=C(N)N1CCc1cc(C(F)(F)F)cc(C(F)(F)F)c1,32.4*,-11.6,-40.2,-0.5,0.9,51.9*,-0.1,31.9*,-25.4
CC(NC(=O)Cc1cccs1)C(c1cccs1)N1CCOCC1 (stereo unspecified),-4.5,-2.1,12.3,-6.8,11.2,-11.7,1.4,-2.3,4.3
COc1ccc(-n2nc(C(=O)NCC(=O)NC(C)C)c3ccccc3c2=O)cc1,5.5,-0.1,-3.9,-4.8,2.2,-4.6,5.2,-4.2,0.0
CCc1nnc(NC(=O)Cc2ccc(OC)c(OC)c2)s1,7.1,3.8,-1.1,-2.5,12.4,-1.4,-0.1,11.0,1.7
O=S(=O)(NCCc1cn2ccccc2n1)c1ccc2c(c1)OCCO2,-2.7,1.1,-1.4,-5.4,1.4,-0.3,1.2,-16.7,-0.5
Cc1ccc(OCC(=O)Nc2ccc3c(c2)CCC3)c([N+](=O)[O-])n1,-3.3,-7.1,5.6,-8.2,1.7,23.9,2.1,-3.2,-23.9
O=C(c1csc2ccccc12)N1CCN(c2ccc(Cl)c(Cl)c2)CC1,18.1,1.1,-10.4,-2.3,2.0,6.9,6.5,16.6,-2.0
O=C(Nc1cccc2ccccc12)/C(Cl)=C/c1ccccc1,6.3,-3.9,-3.5,-4.0,8.8,-5.5,-0.1,-7.1,3.2
CCCOc1ccc(C(F)(F)F)cc1NC(=O)CN1C(=O)C(=O)N(CC)C1=O,4.5,4.4,0.3,-1.8,9.1,0.0,1.4,-6.3,-0.3
O=c1[nH]cnc2sc3c(c12)CCCC3,-1.5,-2.1,0.6,-4.7,15.0,-0.8,0.9,0.2,0.3
CC1(C)CC(=O)C=C(Nc2ccccc2NC(=O)c2cnccn2)C1,0.0,-2.1,0.1,-0.5,4.3,-11.7,0.6,2.8,2.6
O=C(Cc1c(F)cccc1Cl)NCC1CCCO1 (stereo unspecified),-3.2,1.6,-2.8,-3.7,6.1,1.9,1.8,6.2,2.5
CN(C)C1(CNC(=O)C2CCC(=O)N(Cc3ccc(Cl)cc3)C2)CCCCC1 (stereo unspecified),-3.4,-3.5,0.7,-4.5,3.8,1.1,1.6,8.0,0.1
Cc1ccc(-c2nn(-c3ccccc3)cc2/C=C/C(=O)O)o1,-7.9,4.7,11.1,-3.3,2.3,-10.6,4.3,-7.9,11.0
CCOC(=O)C(C)NC(=O)c1cn(-c2ccc(OC)cc2)c(=O)c2ccccc12 (stereo unspecified),7.4,-6.3,-2.5,-3.8,0.2,-24.3,0.3,-2.9,16.5
CCOC(=O)c1ccc(N2C(=O)CC(Nc3ccc(CCO)cc3)C2=O)cc1 (stereo unspecified),5.0,1.0,-1.2,-3.6,1.6,-5.5,3.1,-4.4,11.6
O=C(CSc1ncnc2c1nnn2Cc1ccccc1)NC1CCCCC1,5.0,-3.5,4.2,-2.2,1.3,20.2,0.7,6.8,-7.1
CSc1ccc(/C=N/NC(=O)c2ccc(O)cc2)cc1,-10.2,-0.9,5.0,-4.6,9.1,-2.6,2.0,-6.8,4.3
O=C1CCCC[C@@H](CO)[C@H](O)C[C@H](c2ccccc2)O1,0.8,3.5,2.5,/,2.2,/,2.4,-8.3,/
O=C(Nc1ccccc1Cl)c1cc(C2CCCCN2C(=O)C2CCCCC2)on1 (stereo unspecified),-4.0,-2.8,-2.9,-7.7,5.5,-8.1,-0.5,7.0,-2.9
O=C(NCCSSCCNC(=O)c1ccccc1)c1ccccc1,1.0,8.6,-0.4,7.9,17.0,-6.0,9.9,-9.7,16.9

# Brought forward from above: two entries, followed by the next part.
SMILES,M5 antag,CHRM5 agonist,CHRM5 PAM,M1 ag,TAAR1 ag,CHRM1 antagonist,CHRM4 agonist,M4 antag,CHRM1 PAM
O=C(Nc1ccccc1Cl)c1cc(C2CCCCN2C(=O)C2CCCCC2)on1 (stereo unspecified),-4.0,-2.8,-2.9,-7.7,5.5,-8.1,-0.5,7.0,-2.9
O=C(NCCSSCCNC(=O)c1ccccc1)c1ccccc1,1.0,8.6,-0.4,7.9,17.0,-6.0,9.9,-9.7,16.9
COc1ccc2[nH]c(=O)c(CN(Cc3cccnc3)Cc3nnnn3CC3CCCO3)cc2c1 (stereo unspecified),7.8,-4.3,2.6,-4.1,-0.1,-10.3,0.0,-2.3,9.1
CN1CCN(C(=O)c2ccc(CS(=O)Cc3ccc(Cl)cc3)o2)CC1 (stereo unspecified),11.4,-1.1,-5.2,-4.7,6.1,-1.5,0.8,10.0,-0.2
C[C@H](NC(=O)[C@H]1N2C(=O)c3ccccc3C2SC1(C)C)C(=O)N1CCCCC1 (stereo partly specified),9.9,2.5,-2.7,-0.7,-1.1,-5.8,0.4,2.1,1.4
CCOC(=O)c1c(NC(=O)CNC2CCCCC2)sc(C)c1C,-4.3,-0.5,12.8,-0.7,0.2,12.8,-1.9,-4.0,-1.6
CCN(CC)S(=O)(=O)c1ccc2nc(NC(=O)c3ccco3)sc2c1,4.0,14.4,-1.0,0.0,7.3,-3.3,9.3,-7.2,0.6
CN(C)CCOc1ccc(Cl)cc1C(C)(C)C,22.1,-14.2,-32.5,-7.4,8.3,66.2*,5.9,1.2,-25.9
CN(CCC#N)C(=O)COC(=O)c1nn(-c2ccccc2)c(=O)c2ccccc12,-6.3,1.0,7.8,-7.7,-0.5,-2.8,-1.3,0.8,9.7
O=C(CC1N=C(Cc2ccccc2)NNC1=O)N/N=C/c1ccc([N+](=O)[O-])cc1 (stereo unspecified),-6.2,0.7,3.6,-7.3,-0.1,0.6,1.5,-4.1,3.0
Cc1ccc(NS(=O)(=O)c2ccc3[nH]c(=O)sc3c2)cc1,-3.8,3.7,1.1,-2.3,4.3,-1.8,4.2,-12.1,5.7
O=C(CSc1nnc(-c2ccccc2O)n1Cc1ccccc1)NNC(=O)c1ccccc1O,-1.5,-4.2,-1.3,-7.0,1.5,-10.1,0.4,-3.7,8.4
CCSc1nc2sc3c(c2c(=O)n1-c1ccccc1C)CCN(C)C3,8.0,-10.8,-3.1,-9.5,1.1,-5.4,2.0,-1.1,2.5
CCOC(=O)c1c(NC(=O)COc2ccccc2OCC)sc2c1CC(C)(C)NC2(C)C,23.9,-0.3,-29.9,-1.5,/,20.3,28.5,16.2,-5.7
COc1ccc(CCn2c(C)c(C(C)=O)c(C(C)=O)c2C)cc1OC,1.1,-0.6,4.7,-2.9,0.5,-3.1,2.6,-7.0,3.7
CCC[C@H]1COCCS(=O)(=O)N1Cc1ccccc1F,6.0,-4.7,7.8,-4.9,5.3,-2.6,1.6,-2.9,9.8
COc1ccc(/C(=N\O)c2nccc3cc(OC)c(OC)cc23)cc1OC,7.5,-0.2,-1.8,-5.2,4.4,1.6,2.1,-3.7,-1.6
O=C1Nc2ccc([N+](=O)[O-])cc2C1=Nc1cccc(CO)c1,21.1,-1.9,-6.2,0.2,2.4,8.4,1.1,10.3,5.7
Cc1cc(C)n2c(Nc3ccc4c(c3)OCCO4)c(-c3ccc(F)cc3)nc2n1,7.8,1.6,-8.5,/,0.1,/,-1.5,-10.4,/
Cc1ccc(CN2C(=O)CCC2(C)C(=O)NCc2cccnc2)cc1 (stereo unspecified),5.6,-11.0,-0.3,-2.8,3.9,6.6,0.9,2.2,-1.1
O=C(CCc1ccccc1)N=C1SC2CS(=O)(=O)CC2N1c1cccc(F)c1 (stereo unspecified),3.5,-1.0,1.2,-1.8,2.9,-7.5,0.3,-15.0,3.3
Cc1ccccc1CN1CCN(CC(=O)NCc2ccco2)C1=O,-5.5,-2.5,-2.4,-4.7,10.0,-17.9,0.4,-2.7,4.0
CCC(=O)c1cn(CC(=O)Nc2cccc(C)c2)c2ccccc12,3.7,3.1,-5.1,0.7,0.7,-5.6,3.8,-1.0,2.8
CCOc1ccc(Cc2c(C)[nH]c3ccc(C(=O)O)cc3c2=S)cc1,-1.8,4.6,4.9,1.2,-0.3,-9.7,0.3,-5.4,9.0
COCCCn1c(=O)c2ccccc2n(CC(=O)N2CCCc3ccccc32)c1=O,11.3,-4.8,-3.5,-7.0,-1.6,-6.3,2.1,-27.2,0.8
COCc1cc(=O)[nH]c(/N=C(\N)Nc2ccc(Cl)c(Cl)c2)n1,0.5,5.2,5.2,-1.8,4.9,-1.8,0.9,2.0,0.6
Cc1ccc(S(=O)(=O)Nc2cc3c4c(c2)C(C)C(=O)N4CCC3)cc1 (stereo unspecified),2.2,0.0,1.4,-0.3,-0.5,-13.2,0.9,1.5,11.6
CCN(CC)C(=O)C(=O)N/N=C/c1cccs1,-5.2,2.2,-2.6,-1.1,1.1,9.0,1.5,3.4,-2.4
COc1ccc(CCNCCC(c2ccccc2)c2ccccc2)cc1OC,6.5,0.0,-8.4,-3.4,13.1,30.4,11.7,2.4,-24.3
Cc1ccc(C)n1CCN1CCN(C(=O)c2ccc(Cl)cc2)CC1,-3.0,0.8,4.2,-7.1,-0.1,-1.1,0.3,-4.9,-1.9

# Record cards, as listed above:
# `COc1ccc(CCn2c(C)c(C(C)=O)c(C(C)=O)c2C)cc1OC` in the list: M5 antag = 1.1; CHRM5 agonist = -0.6; CHRM5 PAM = 4.7; M1 ag = -2.9; TAAR1 ag = 0.5; CHRM1 antagonist = -3.1; CHRM4 agonist = 2.6; M4 antag = -7.0; CHRM1 PAM = 3.7
# `CN(CCC#N)C(=O)COC(=O)c1nn(-c2ccccc2)c(=O)c2ccccc12` in the list: M5 antag = -6.3; CHRM5 agonist = 1.0; CHRM5 PAM = 7.8; M1 ag = -7.7; TAAR1 ag = -0.5; CHRM1 antagonist = -2.8; CHRM4 agonist = -1.3; M4 antag = 0.8; CHRM1 PAM = 9.7

# Screens: PubChem BioAssay, The Scripps Research Institute Molecular Screening Center
